# Source: PubChem
# Tat export inh = inhibitors of E. coli Tat protein transport. 340,000 tested, 0.036% active. inhibition, % at 10 µM. E. coli MC4100 TorA-mCherry Tat export, fluorescence. AID 488895;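 active = mean replicate inhibition at least 50% and at least half of replicates individually reaching 50%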;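 note: exported cargo escapes ClpAP degradation while cytoplasmic cargo is degraded and loses fluorescence; 0% = median of neutral control wells and 100% = median of NaSCN control wells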
# E coli growth = counter-screen for AddAB inhibitors: E. coli growth inhibition. E. coli V3065 growth, OD600 absorbance, 18 h. inhibition, % at 11.9 µM. 330,000 tested, 0.27% active;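 active = inhibition above the campaign's mean inhibition across all tested compounds plus 3 SD, cut at about 9.9% in these data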;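 note: uninfected addAB+ strain grown without phage in ampicillin broth; 0% = DMSO wells and 100% = ciprofloxacin 0.95 µg/ml wells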
# MOR-DOR inv ag = inverse agonist of human OPRM1-OPRD1 heterodimerization; AID 504357; P35372+P41143; inhibition, % at 9.3 µM; cell-based MOR-DOR heterodimer luminescence, inverse agonism; 340,000 tested, 0.21% active; in the data active = inhibition above about 22%, passing the limit was not always enough;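 note: 0% = cells with DMSO and 100% = wells without cells with DMSO; values of inactives mirror those of a sister screen read the other way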
# Target sequence (P35372 whole entry, looked up): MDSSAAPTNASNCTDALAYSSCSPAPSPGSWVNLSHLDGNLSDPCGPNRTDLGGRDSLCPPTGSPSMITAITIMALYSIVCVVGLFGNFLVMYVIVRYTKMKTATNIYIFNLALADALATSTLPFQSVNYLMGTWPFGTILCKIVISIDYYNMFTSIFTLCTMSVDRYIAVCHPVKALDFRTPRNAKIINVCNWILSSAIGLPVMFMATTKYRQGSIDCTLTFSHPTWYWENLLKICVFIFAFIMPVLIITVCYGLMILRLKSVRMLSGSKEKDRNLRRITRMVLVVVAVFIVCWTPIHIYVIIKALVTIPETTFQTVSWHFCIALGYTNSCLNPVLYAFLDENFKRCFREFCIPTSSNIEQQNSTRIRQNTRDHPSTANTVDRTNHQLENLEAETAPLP
# Target sequence (P41143 whole entry, looked up): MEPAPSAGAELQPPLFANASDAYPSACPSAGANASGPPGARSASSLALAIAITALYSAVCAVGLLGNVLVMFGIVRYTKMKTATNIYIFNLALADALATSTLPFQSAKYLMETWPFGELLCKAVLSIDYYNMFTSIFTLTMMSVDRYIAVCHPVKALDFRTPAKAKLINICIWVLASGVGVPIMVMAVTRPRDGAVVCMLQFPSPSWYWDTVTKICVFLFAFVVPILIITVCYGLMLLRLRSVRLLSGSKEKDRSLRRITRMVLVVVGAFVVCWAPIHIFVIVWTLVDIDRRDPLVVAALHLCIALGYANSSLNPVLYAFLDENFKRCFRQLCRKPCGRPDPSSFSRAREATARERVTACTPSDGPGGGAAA
# Mot1-301 SUMO = SUMOylation pathway inhibition by Mot1-301 growth rescue. S. cerevisiae Mot1-301 growth rescue, ATP luminescence, 38.5C; percent above DMSO median, 100 means doubled. growth rescue, % at 18.8 µM. 320,000 tested, 1% active;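 active = every valid replicate shows activation above 250% relative to neutral control wells; inactive = the rest, any valid replicate at or below 250%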;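 note: OY570 slx delta 5 strain wells were the positive control but not used for scaling; some compounds called inactive have numbers as strong as hits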
# Pemphigus Ab inh = blocks pemphigus antibody binding to human desmoglein-3; P32926; DSG3-coupled beads, scFv-anti-DSG3-GFP binding, flow cytometry; active compounds read low; binding (percent of control), % at 10 µM; 310,000 tested, 0.48% active; AID 588358;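 active = binding more than 3 SD below its plate's average and above zero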;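 note: hits lower antibody fragment binding to DSG3; some compounds called inactive have numbers as strong as hits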
# PfHsp90 set2 = growth inhibition of yeast expressing Plasmodium Hsp90. S. cerevisiae expressing PfHsp90, BacTiter-Glo ATP, 48 h; yeast lacking PDR1 and PDR3 efflux regulators. AID 504621. 310,000 tested, 0.32% active. inhibition, % at 9.4 µM;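 active = every replicate shows inhibition above about 80%, whatever the replicate mean, limit read from the data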;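 note: 0% = DMSO neutral controls and 100% = 20 µM radicicol positive controls; yeast relying on Plasmodium falciparum Hsp90 in place of its own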
# PKA-R1A activ = activators of PKA-R1A complex; PKA-R1A dissociation, Cy5-IP20 fluorescence polarization; scaled: DMSO 0%, 113 µM cGMP 100%; activation, % at 11.4 µM; AID 504707; 340,000 tested, 0.083% active; P00514+P68181;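 active = percent activation above the mean of all tested compounds plus 3 SD, cut at about 19% in these data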;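 note: higher means more PKAc released from R1A so a rise in polarization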
# MOR-DOR ag = agonists of human mu-delta opioid receptor heterodimerization. cells, OPRM1-OPRD1 heterodimerization, luminescence. 340,000 tested, 0.3% active. P35372+P41143. AID 504326. activation, % at 9.3 µM; in the data active = activation above about 18%;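 note: 0% = vehicle-treated cells and 100% = reference agonist; values of inactives mirror those of a sister screen read the other way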
# Arrestin-AP2 inh = human beta-arrestin and AP2 interaction inhibition; FITC-arrestin peptide / GST-AP2 beads, flow cytometry; AP2 beta2 appendage carries R879A mutation; inhibition, % at 10 µM; 340,000 tested, 0.31% active;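 active = inhibition above a set limit, near 3 SD of compounds lacking own fluorescence, cut at about 54% in these data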;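 note: plate controls were DMSO wells for no effect and 5 µM unlabelled arrestin peptide for full effect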
#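 Material – GST-tagged AP2 beta2-adaptin appendage (R879A) on 4 µm glutathione beads · Probe or stimulus – fluorescein-tagged arrestin peptide at 50 nM final · Timing – 12 min plus 1 h, RT · Detection – bead flow cytometry, FITC channel · Read-out basis – inhibition as reduced fluorescein signal on beads, percent · Medium – PBS plus Tween 20 (0.05%) and BSA (0.1%)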
# AddAB inh = less growth of phage-infected E. coli with AddAB; inhibition, % at 11.9 µM; E. coli expressing H. pylori AddAB, absorbance growth; 330,000 tested, 0.29% active; AID 435030; in the data active = inhibition above about 12%;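 note: 0% = vehicle wells of infected cells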
# phage Ecoli inh = E. coli growth loss with phage present; growth absorbance; AID 651602; inhibition, % at 11.9 µM; 360,000 tested, 0.26% active; in the data active = inhibition above about 11%
# * hit, by the source's call; · = no result given.
SMILES,Tat export inh,E coli growth,MOR-DOR inv ag,Mot1-301 SUMO,Pemphigus Ab inh,PfHsp90 set2,PKA-R1A activ,MOR-DOR ag,Arrestin-AP2 inh,AddAB inh,phage Ecoli inh
CN(C)c1ccc(/C=N/NC(=O)c2cccc(C(=O)N/N=C/c3ccc(N(C)C)cc3)n2)cc1,-7,-0.7,23,15,81,-13,-1,-4.5,0,0.8,2.3
Cc1ccc(NC(=O)C(=O)NCC2CCCO2)cc1C (stereo unspecified),-8,-0.3,4,3,99,14,1,-0.8,0,-0.8,1.7
CCn1c(SCC(=O)Nc2cc(C)ccc2C)nc2c(c1=O)SC(C)C2 (stereo unspecified),-5,-0.6,13,11,95,14,9,-2.1,15,-0.1,2.8
CC(=O)N1CCN(c2ccccc2NC(=O)COc2ccc(Cl)cc2Cl)CC1,3,0.0,6,101,·,-16,-5,-1.5,1,1.1,-1.4
COC(=O)c1[nH]c2ccccc2c1NC(=O)CN1CCN(c2cccc(OC)c2)C(C)C1 (stereo unspecified),-1,1.6,10,90,·,3,-9,-1.7,12,4.5,2.4
Oc1ccccc1C1=Nc2ccccc2N=C(c2ccco2)C1,-4,-2.1,-13,31,97,7,1,2.4,-7,-1.2,3.1
C=CCn1c(SCCN2CCCC2)nc2c([nH]c3ccccc32)c1=O,4,0.0,1,-24,105,14,-3,-0.2,-1,-0.2,2.4
Cc1ccc2c(CC(=O)OCc3cc(=O)n4c(n3)sc3ccccc34)coc2c1,6,-2.3,6,0,101,-9,-3,-1.4,5,2.9,1.1
CN(C)c1ccc(Cc2cc3c(O)ccc(O)c3cc(Cc3ccc(N(C)C)cc3)c2=O)cc1,-4,·,-60,·,80,-11,-3,14,54,·,2.8
CSc1ccccc1OCc1cc(C(=O)N(C)Cc2cnccn2)no1,0,2.5,-1,-14,111,-15,11,0.2,15,-0.3,2.4
CN(C)CC(=O)c1c[nH]c2ccccc12,-3,-3.7,5,-20,103,-8,1,-0.9,1,-0.5,-1.6
O=c1cc(CN2CCN(Cc3ccccc3)CC2)c2ccc(O)cc2o1,2,-1.3,6,-7,101,-27,13,-1.0,16,0.7,-0.4
O=C(N/N=C/c1cc(Cl)cc([N+](=O)[O-])c1O)NC12CC3CC(CC(C3)C1)C2,-12,1.0,3,0,125,-154,-13,-0.6,-8,1.9,4.2
COC(=O)c1nn(-c2ccc(OC)cc2)c(=O)cc1NN,-3,-0.4,-24,-7,94,-1,2,4.5,11,6.3,1.7
O=C(NC1=NCCS1)C1Cc2ccccc2CN1C(=O)c1ccccc1 (stereo unspecified),12,-2.4,16,289,107,5,2,-2.6,1,-0.7,3.3
CCOc1ccc(NC(=O)CCNS(=O)(=O)c2ccc3c(c2)CCC(=O)N3)cc1,-7,-0.3,-3,-7,98,-14,-10,0.6,20,0.3,4.8
Cc1cc(NS(=O)(=O)c2ccc(NC(=S)NC(=O)c3ccc(Br)cc3)cc2)no1,5,2.6,17,8,112,-28,-11,-3.2,10,2.9,3.7
CN1CCC(N(C)C(=O)c2cc(=O)c3ccccc3o2)CC1,-4,-2.4,4,-11,99,22,3,-0.7,-6,1.6,3.0
Cc1ccc(N(CC(=O)NC2CCCC2)C(=O)CCC(=O)Nc2ccccn2)cc1C,0,0.8,21,439*,102,11,12,-3.9,3,4.7,2.8
Cc1ccc(NC(=S)NCc2ccc3c(c2)cc(C)n3C)c(C)c1,3,-1.9,-2,0,101,0,-10,0.4,4,-1.3,3.4
O=C(NCCO)N1c2ccccc2Sc2ccccc21,-8,-0.3,3,0,117,-15,-3,-0.7,4,1.8,-0.4
CC(CCc1ccccn1)C(=O)c1ccccc1 (stereo unspecified),7,·,-3,·,89,-6,-8,0.6,2,·,0.1
CCC(=O)Nc1ccc(NC(=O)CSc2nnc(-c3ccc(O)cc3)n2CC2CCCO2)cc1 (stereo unspecified),1,-2.2,14,8,·,-2,-5,-3.0,35,5.2,2.5
CCN(CC)C(=O)CSc1nc2cccnc2n1-c1ccccc1OC,2,-0.5,14,11,·,6,-4,-2.4,20,2.6,1.9
O=C(c1ccco1)N1CCN(C(=S)Nc2cccc([N+](=O)[O-])c2)CC1,-1,0.2,3,-12,103,20,-8,-0.6,24,3.6,5.3
O=C(Nc1ccc2[nH]c(=S)sc2c1)c1ccccc1,-1,0.9,-10,-9,109,8,-13,1.4,-4,-1.0,3.7
Cc1cccc(C2CC3(CC(C)(C)NC(=S)N3)Oc3cc(O)ccc32)c1 (stereo unspecified),0,1.5,·,-20,100,3,·,·,-7,2.1,4.1
Cc1cc2c(cc1C)C(=O)NC(C)(C)C2,-2,0.4,7,-13,97,-2,-2,-1.2,4,1.6,0.8
Cc1nc(N2CCCC2)c2ccsc2n1,0,2.4,11,13,111,-1,1,-1.9,21,2.1,3.3
CCc1nc(Sc2nc(C)cc(C)n2)c2oc3ccccc3c2n1,4,-0.7,-3,80,115,-5,-7,0.8,-6,0.6,1.5
COC(=O)c1nc2n(n1)C(c1cccc(Cl)c1)C1=C(CCCC1=O)N2 (stereo unspecified),-7,-0.9,8,-4,99,5,4,-1.6,0,0.2,1.0
O=C(Nc1cccc(C(F)(F)F)c1)/C(=C/c1ccco1)NC(=O)c1cccs1,2,-1.2,1,-15,96,-5,-14,-0.2,8,0.8,1.6
CCCCn1c(N)c(N(C)C(=O)c2ccc(Br)o2)c(=O)[nH]c1=O,4,1.1,16,-2,114,20,-3,-3.9,2,-2.9,-0.9
COc1ccc(N2C(=O)C3C(C2=O)C(C(=O)c2ccc(Cl)cc2)N2CCCC32)cc1 (stereo unspecified),-6,-0.7,4,0,·,-5,0,-0.9,-11,2.0,1.5
COc1cc(NC(=O)Nc2ccccc2OC)c(OC)cc1NC(=O)CN1CCCCC1,-10,-1.9,-21,4,80,34,-4,3.8,-1,0.7,0.1
Cn1cnnc1Sc1ccc(C(=O)OCC(=O)NC2CC2)cc1[N+](=O)[O-],23,·,-3,·,·,-5,-4,0.7,7,·,1.4
CCc1ccccc1NC(=O)CN(C)C(=O)Cn1ncc(Cl)c(Cl)c1=O,-4,0.2,28,31,103,9,-2,-5.2,4,3.5,2.9
O=C(NCCOc1nc(N2CCCCC2)nc(N2CCCCC2)n1)Nc1ccccc1,10,1.3,2,13,94,3,7,-0.3,-6,2.9,2.6
O=C(CN1CCCCCC1)Nc1ccccc1F,-4,0.2,6,13,97,·,-4,-1.0,20,-0.7,1.9
COCCNC(=O)c1cccc(OC2CCN(Cc3ccc(C(C)C)cc3)CC2)c1,5,-0.8,-17,15,106,36,-4,3.0,1,-1.4,0.1

# Arranged by the number under Arrestin-AP2 inh (ascending): 3 from the list above
SMILES	Tat export inh	MOR-DOR inv ag	Mot1-301 SUMO	Pemphigus Ab inh	PKA-R1A activ	MOR-DOR ag	Arrestin-AP2 inh	AddAB inh	phage Ecoli inh
CCCCn1c(N)c(N(C)C(=O)c2ccc(Br)o2)c(=O)[nH]c1=O	4	16	-2	114	-3	-3.9	2	-2.9	-0.9
Cn1cnnc1Sc1ccc(C(=O)OCC(=O)NC2CC2)cc1[N+](=O)[O-]	23	-3	·	·	-4	0.7	7	·	1.4
O=C(CN1CCCCCC1)Nc1ccccc1F	-4	6	13	97	-4	-1.0	20	-0.7	1.9

# (further entries)
SMILES,Tat export inh,E coli growth,MOR-DOR inv ag,Mot1-301 SUMO,Pemphigus Ab inh,PfHsp90 set2,PKA-R1A activ,MOR-DOR ag,Arrestin-AP2 inh,AddAB inh,phage Ecoli inh
CCCC(=O)Nc1c(C)n[nH]c1C,-4,-0.6,21,-13,·,15,-4,-3.4,9,-1.2,0.6
Cc1ccc(-c2nn(-c3ccccc3)cc2/C=N/NS(=O)(=O)c2ccccc2)cc1,16,-0.9,-32,5,101,24,-15,5.7,9,1.3,1.2
CC(C)c1ccc(NC(=O)COc2ccccc2)cc1,3,0.7,9,11,110,-2,-6,-1.8,1,2.7,1.7
Cc1c(NC(=O)c2cc(-n3cnnc3)ccc2Cl)cccc1-c1nc2ccccc2o1,6,-2.9,5,6,95,11,-2,-1.1,17,0.7,-0.6
N#Cc1c(NC(=O)CSc2ncn(-c3ccccc3)n2)sc2c1CCCC2,5,1.8,13,-8,·,-27,-11,-2.4,5,0.4,0.2
COc1ccccc1NC(=O)CNC(=O)c1ccc(Br)o1,1,-0.4,11,7,117,0,-2,-2.2,38,1.6,-6.0
CCC[C@@H](CN1CCC[C@H]1CN1C(N)=NC[C@H]1CC(C)C)N1C[C@@H](Cc2ccccc2)N(CCc2ccc(Cl)c(Cl)c2)C1=N,0,8.0,11,-4,145,25,-15,-2.2,22,4.5,0.7
CCOc1ccc(C(=O)NCC(=O)OCc2csc(-c3ccccc3)n2)cc1,-2,-2.2,-10,-5,97,2,-7,1.4,16,4.9,3.1
CN1CCN(C(=O)/C(=C\c2cccc([N+](=O)[O-])c2)NC(=O)c2cccs2)CC1,-4,-4.6,21,5,·,8,-3,-4.6,37,-2.6,-0.7
c1ccc(OCCN2CCNCC2)cc1,-5,·,5,·,117,-10,1,-0.9,10,·,1.2
Cc1nnc(SCC(=O)NCc2ccc3c(c2)OCO3)[nH]c1=O,5,-0.1,7,-9,111,-4,1,-1.3,21,-1.0,2.0
COc1ccc(N2CCN(S(=O)(=O)c3cc(C)ccc3OC)CC2)cc1,4,-1.1,15,1,80,2,6,-3.1,14,-1.4,4.3
COc1cc(NC(=O)c2ccc(Br)cc2)c(OC)cc1NC(=O)c1ccccc1,-3,-2.8,4,-3,109,-6,-3,-0.8,-10,1.2,0.7
Cc1cccc(OCCn2c(CCCO)nc3ccccc32)c1,-3,1.3,15,5,98,-36,-3,-2.4,-4,1.5,0.9
CCOc1cc(C(=O)Nc2cccnc2)cc(OCC)c1OCC,5,-0.9,6,6,115,2,-12,-1.2,27,1.8,4.7
Cc1cc(C)nc(N/N=C/C(Cl)=C/c2ccccc2)n1,-1,-0.8,3,-3,106,0,-2,-0.5,9,0.3,·
O=C(c1ccc(Cl)cc1)C1CCCN(C(=O)c2csnn2)C1 (stereo unspecified),-2,2.1,14,14,107,32,-1,-2.9,-8,1.6,3.2
N#CC1=C(N)Oc2cc(N)ccc2C1c1ccccc1F (stereo unspecified),-2,-2.3,13,-1,156,-2,2,-3.0,0,-1.0,1.0
COc1ccc(OCC(=O)NNC(=O)C2CCCO2)cc1 (stereo unspecified),-6,-0.6,-6,12,93,10,8,0.9,21,-0.8,3.4
CCOc1ccccc1NC(=O)COC(=O)CN(C)S(=O)(=O)c1ccc(C)cc1,7,0.3,13,4,104,-8,-14,-2.4,-9,1.9,1.2
CCC(C)c1ccccc1NC(=O)C(C)OC(=O)c1ccco1 (stereo unspecified),-2,-0.8,11,-2,99,·,5,-1.8,-12,-3.8,2.9
